IL2 activator – qHTS of IL-2 Activators; IL-2 activation reporter assay, cell-based qHTS; stimulated with anti-CD3/CD4/CD28 beads; in transgenic mouse T cells; activation, % (series mostly up to about 46 µM); actives 0.065% (n = 360,000); in the data active means activation above about 50%; inconclusive means mostly about 30% to 49%; further: 0% is about no effect
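Readout is EGFP and DsRed signal by fluorescent plate cytometry after 18 h at 37 degrees C. Transgenic mouse T cells (750/well) received compound for 60 min before bead stimulation (anti-CD3, anti-CD4, anti-CD28); memory T cells served as non-tolerant control.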
EPAC2 ag – qHTS for Agonist of cAMP-regulated guanine nucleotide exchange factor 4 (EPAC2): primary screen; Rap guanine nucleotide exchange factor 4 (Homo sapiens), Q8WZA2; EPAC2 activation, biochemical qHTS; response scale: 100% = 6.5 mM cAMP response; Potency, µM (titrated, usually from 154 µM), inactives show top-dose activation, most hits filed as activators; actives 0.079% (n = 360,000); further: potency means the concentration at half of the fitted maximal effect; nearly all actives have a fitted effect of over 50% in size
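Readout is BODIPY fluorescence (480 nm excitation, 540 nm emission), which falls as labeled GDP is exchanged off Rap1B. EPAC2 at 100 nM acted on 250 nM RAP1B-BODIPY-GDP with 50 uM GDP present.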
CCT modulator – High-Throughput Screening for Modulators of Cytosolic Chaperonin Activity; purified chaperonin ATPase assay, HTRF ADP detection, 30 min; activity change, % (test concentration not listed), hits read low; actives 0.3% (n = 360,000); AID 651819, 2012; in the data active means activity change below about -30%; further: on the % scale 0 is the no-effect control and ±100 the full control effect
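Enzyme 40 or 20 nM (batch-dependent) in Tris pH 7.4/KCl/MgCl2/DTT; cpd 76 uM single point; ATP 10 uM; 30 min 37 °C; Transcreener ADP HTRF detection, 30 min RT; ratio 665/615.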
PI5P4Ka inh – qHTS for Inhibitors of phosphatidylinositol 5-phosphate 4-kinase (PI5P4K); Phosphatidylinositol 5-phosphate 4-kinase type-2 alpha (Homo sapiens), P48426; PI5P4Kalpha enzyme, ADP-Glo luminescence, 60 min; active compounds read low; max response, %; actives 1.2% (n = 330,000); active means max response of -50% or lower; inconclusive means between -30% and -50%; inactive means -30% or higher; further: value at the top dose of about 77 µM; on the % scale 0 is the no-effect control and ±100 the full control effect
Target sequence (P48426 whole entry, looked up): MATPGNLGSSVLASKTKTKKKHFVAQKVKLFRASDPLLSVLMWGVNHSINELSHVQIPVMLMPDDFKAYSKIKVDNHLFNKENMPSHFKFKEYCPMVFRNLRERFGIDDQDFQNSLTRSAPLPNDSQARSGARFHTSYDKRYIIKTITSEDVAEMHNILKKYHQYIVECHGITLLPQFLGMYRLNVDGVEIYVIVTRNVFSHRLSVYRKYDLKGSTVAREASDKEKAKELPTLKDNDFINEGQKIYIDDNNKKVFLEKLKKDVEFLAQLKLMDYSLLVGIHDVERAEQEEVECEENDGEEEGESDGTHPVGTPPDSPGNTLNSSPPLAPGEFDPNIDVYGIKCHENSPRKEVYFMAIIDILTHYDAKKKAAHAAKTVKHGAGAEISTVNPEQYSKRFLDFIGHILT
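ADP-Glo luminescence end-point after a 60 min room-temperature kinase reaction. PI5P4Kalpha and substrate in HEPES pH 7.4 buffer with EGTA, 0.1% CHAPS and 5% DMSO; ATP at 5 microM final.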
EPAC1 ag – qHTS for Agonist of cAMP-regulated guanine nucleotide exchange factor 3 (EPAC1): primary screen | Potency, µM (series often up to 154 µM), for inactives: at the top dose activation, hits mostly activators | EPAC1 agonist qHTS, biochemical assay; response scale: 100% = response to 6.5 mM cAMP | actives 0.073% (n = 360,000) | Rap guanine nucleotide exchange factor 3 (Homo sapiens), O95398; further: potency means the concentration at half of the fitted maximal effect; nearly all actives have a fitted effect of over 60% in size
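Read-out is the fluorescence drop as BODIPY-GDP leaves Rap1B (480 nm excitation, 540 nm emission), recorded every 5 minutes over 30 minutes. Reactions held 100 nM EPAC1, 250 nM Rap1B–BODIPY-GDP and 50 uM GDP, with 6.5 mM cAMP setting full activation.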
PLK1 PBD block – qHTS for Inhibitors of PLK1-PDB (polo-like kinase 1 - polo-box domain): Primary Screen. AID 720504, 2013. Plk1 PBD binding of FITC phosphopeptide, fluorescence polarization. Potency, µM, for inactives: max response, negative = inhibition, most hits filed as inhibitors. actives 2.8% (n = 360,000); further: potency means the concentration at half of the fitted maximal effect; series mostly up to about 57 µM; on the % scale 0 is the no-effect control and ±100 the full control effect; nearly all actives have a fitted effect of over 65% in size
Target sequence (P53350 whole entry, looked up, the tested form may be a part): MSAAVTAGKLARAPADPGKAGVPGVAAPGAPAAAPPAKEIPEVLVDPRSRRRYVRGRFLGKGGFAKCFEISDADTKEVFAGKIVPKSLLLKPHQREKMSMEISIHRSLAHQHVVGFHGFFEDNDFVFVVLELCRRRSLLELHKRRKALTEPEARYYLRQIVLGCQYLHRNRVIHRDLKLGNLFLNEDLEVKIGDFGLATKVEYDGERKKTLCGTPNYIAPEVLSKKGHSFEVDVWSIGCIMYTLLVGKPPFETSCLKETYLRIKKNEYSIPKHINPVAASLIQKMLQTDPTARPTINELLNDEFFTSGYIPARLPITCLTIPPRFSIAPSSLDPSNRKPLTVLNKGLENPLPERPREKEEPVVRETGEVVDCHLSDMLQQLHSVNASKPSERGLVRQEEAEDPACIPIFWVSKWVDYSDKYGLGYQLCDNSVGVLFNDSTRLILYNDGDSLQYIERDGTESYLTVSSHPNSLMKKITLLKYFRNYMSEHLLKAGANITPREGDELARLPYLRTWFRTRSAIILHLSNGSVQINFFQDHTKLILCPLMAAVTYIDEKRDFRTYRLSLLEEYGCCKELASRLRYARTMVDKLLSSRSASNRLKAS
WRN inhibitor – qHTS for Inhibitors of WRN Helicase; WRN helicase unwinding, fluorescent forked duplex, kinetic; Potency, µM (highest dose often 114 µM), inactives show top-dose activity change, negative = inhibition, most hits filed as inhibitors; actives 0.46% (n = 360,000); further: potency means the concentration at half of the fitted maximal effect; on the % scale 0 is the no-effect control and ±100 the full control effect; nearly all actives have a fitted effect of over 55% in size
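Kinetic fluorescence helicase assay: unwinding of a quenched forked DNA duplex (100 nM final) with 2 mM ATP final raises red fluorescence (525/598 nm). Compounds sat 15 min at room temperature with 20 nM WRN beforehand.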
EPAC1 antag – qHTS for Antagonist of cAMP-regulated guanine nucleotide exchange factor 3 (EPAC1): primary screen; Potency, µM (titrated, usually from 115 µM), for inactives: top-dose activity change, negative = inhibition, hits mostly inhibitors; AID 720709, 2013; EPAC1 GEF assay, Rap1b-BODIPY-GDP exchange fluorescence; actives 0.14% (n = 360,000); Rap guanine nucleotide exchange factor 3 (Homo sapiens), O95398;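 further: potency means the concentration at half of the fitted maximal effect; plate controls were vehicle for no effect and positive control for full effect; nearly all actives have a fitted effect of over 50% in size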
* marks the source's active call; other numbers are inactive results; [ ] = remark or other dose. Unless noted, the call rests on the fitted dose curve; in most records, active means well fitted curve in the direction sought with a large enough effect; inconclusive means small, poorly fitted or top-dose-only effect, or another doubt; inactive means no such curve, though single readings can be large; an effect the other way counts as inactive or inconclusive. A portion of the library; count on the stated rates, not on these rows.

How did O=C(NCc1ccncc1)C1CCCN(S(=O)(=O)c2ccc(Br)cc2)C1 (stereo unspecified) do in these assays?
IL2 activator: -5.0; EPAC2 ag: 2%; CCT modulator: 0.3; PI5P4Ka inh: 4; EPAC1 ag: 6%; PLK1 PBD block: -8%; WRN inhibitor: -29%; EPAC1 antag: -1%

Results for C[n+]1c(-c2ccccc2)sc([S-])c1-c1ccccc1 ?
IL2 activator: -5.2; EPAC2 ag: 15%; CCT modulator: -3.1; PI5P4Ka inh: -30; EPAC1 ag: 10%; PLK1 PBD block: inconclusive; WRN inhibitor: -20%; EPAC1 antag: -10%

How did NC(=O)C1CCN(c2nc(-c3ccccc3N)cs2)CC1 do in these assays?
IL2 activator: 1.4; EPAC2 ag: 5%; EPAC1 ag: 2%; EPAC1 antag: 0%

Results for COc1ccccc1NC(=O)c1nc(S(=O)(=O)Cc2ccccc2)ncc1Cl ?
IL2 activator: -4.4; EPAC2 ag: 7%; CCT modulator: -1.0; PI5P4Ka inh: 0; EPAC1 ag: -5%; PLK1 PBD block: inconclusive; WRN inhibitor: -15%; EPAC1 antag: -13%

How did CC(OC(=O)CN1C(=O)NC2(CCCC2)C1=O)C(=O)c1ccccc1 (stereo unspecified) do in these assays?
IL2 activator: -0.7; EPAC2 ag: -6%; CCT modulator: 0.1; PI5P4Ka inh: 6; EPAC1 ag: -3%; PLK1 PBD block: -1%; WRN inhibitor: -8%; EPAC1 antag: -7%

Results for COc1ccc(NS(=O)(=O)c2cccc(C(=O)NCC3(N4CCCCC4)CCCCC3)c2)cc1 ?
IL2 activator: 0.1; EPAC2 ag: -5%; CCT modulator: 3.2; PI5P4Ka inh: 3; EPAC1 ag: -26%; PLK1 PBD block: -7%; WRN inhibitor: -11%; EPAC1 antag: -5%

How did COC(=O)[C@H]1CN(C(=O)c2ccccc2)C(=O)N1 do in these assays?
IL2 activator: -0.3; EPAC2 ag: 9%; CCT modulator: 0.6; PI5P4Ka inh: 5; EPAC1 ag: 7%; PLK1 PBD block: -5%; WRN inhibitor: 3%; EPAC1 antag: 5%

Results for COc1ccc(NC(=O)CCSCCC(=O)Nc2ccc(OC)cc2OC)c(OC)c1 ?
IL2 activator: -4.3; EPAC2 ag: -6%; CCT modulator: -4.8; PI5P4Ka inh: 5; EPAC1 ag: -8%; PLK1 PBD block: -1%; WRN inhibitor: 2%; EPAC1 antag: 5%

How did COC(=O)[C@@H]1OC(=O)[C@H]2O[C@@]23[C@@]1(C)CC[C@@H]1[C@@]2(C)C=CC(=O)OC(C)(C)[C@@H]2CC(=O)[C@]13C do in these assays?
IL2 activator: 0.1; EPAC2 ag: 2%; CCT modulator: 0.2; PI5P4Ka inh: 9; EPAC1 ag: 10%; PLK1 PBD block: -4%; WRN inhibitor: -1%; EPAC1 antag: -11%

Results for C[C@H](NC(N)=O)C(=O)Nc1ccc(N2CCOCC2)c(S(=O)(=O)Nc2ccc(Cl)cc2)c1 ?
IL2 activator: -0.9; EPAC2 ag: -2%; CCT modulator: -0.9; PI5P4Ka inh: inconclusive; EPAC1 ag: 8%; PLK1 PBD block: 2.7µM*; WRN inhibitor: 7%; EPAC1 antag: 7%

Results for Cc1ccc(C(=O)C2=C(O)C(=O)N(c3ncccn3)C2c2ccccc2F)o1 (stereo unspecified) ?
IL2 activator: 2.7; EPAC2 ag: 9%; CCT modulator: -66*; PI5P4Ka inh: 0; EPAC1 ag: -12%; PLK1 PBD block: -2%; WRN inhibitor: -2%; EPAC1 antag: -18%

How did CCn1c(CC(=O)Nc2ccc(C)cc2)nnc1SCC(=O)NCCc1ccccc1 do in these assays?
IL2 activator: -0.4; EPAC2 ag: 0%; CCT modulator: -0.7; EPAC1 ag: 4%; PLK1 PBD block: -3%; WRN inhibitor: -11%; EPAC1 antag: -8%

How did Clc1ncnc2scc(-c3ccccc3)c12 do in these assays?
IL2 activator: -1.4; EPAC2 ag: -1%; CCT modulator: -1.0; EPAC1 ag: 3%; PLK1 PBD block: -5%; WRN inhibitor: 1%; EPAC1 antag: -1%

How did CC(=O)Nc1cccc(/C(C)=N/NC(=O)c2ccc(O)cc2)c1 do in these assays?
IL2 activator: 1.7; EPAC2 ag: -2%; CCT modulator: -1.2; PI5P4Ka inh: -15; EPAC1 ag: 7%; PLK1 PBD block: 6%; WRN inhibitor: -6%; EPAC1 antag: 0%

Results for CC1CCCN(C(=O)c2cccc(S(=O)(=O)Nc3cc(C(F)(F)F)ccc3Cl)c2)C1 (stereo unspecified) ?
IL2 activator: 0.1; EPAC2 ag: -11%; CCT modulator: -1.7; PI5P4Ka inh: 1; EPAC1 ag: -18%; PLK1 PBD block: -19%; WRN inhibitor: -23%; EPAC1 antag: inconclusive

How did COc1ccc(-c2[nH]ncc2CN2CCC(c3ccncc3)CC2)cc1F do in these assays?
IL2 activator: 3.1; EPAC2 ag: 4%; CCT modulator: -1.3; PI5P4Ka inh: 1; EPAC1 ag: 9%; PLK1 PBD block: -6%; WRN inhibitor: -3%; EPAC1 antag: -13%

How did O=C(NC1(C(=O)NC2CCCCC2)CCCCC1)c1ccc2c(c1)OCO2 do in these assays?
IL2 activator: -1.8; EPAC2 ag: -7%; CCT modulator: 0.8; PI5P4Ka inh: -3; EPAC1 ag: -6%; PLK1 PBD block: -13%; WRN inhibitor: 7%[57.1 µM]; EPAC1 antag: 2%

What do the screens show for `CCN(C(=O)c1cc2cccc(OC)c2oc1=O)c1ccccc1`?
IL2 activator: 0.4; EPAC2 ag: 5%; CCT modulator: -1.7; PI5P4Ka inh: -4; EPAC1 ag: 10%; PLK1 PBD block: -12%; WRN inhibitor: 7%; EPAC1 antag: -6%

How did Cc1ccc(C2=CC(c3ccc(C)cc3)n3ncnc3N2)cc1 (stereo unspecified) do in these assays?
IL2 activator: 2.1; EPAC2 ag: 11%; CCT modulator: -0.8; PI5P4Ka inh: -4; EPAC1 ag: 13%; PLK1 PBD block: -18%; WRN inhibitor: 0%; EPAC1 antag: 6%

Results for O=C(c1ccc(F)cc1F)N1CCCC(c2nc(-c3cccs3)no2)C1 (stereo unspecified) ?
IL2 activator: -0.4; EPAC2 ag: 6%; CCT modulator: -1.1; PI5P4Ka inh: -4; EPAC1 ag: -1%; PLK1 PBD block: -19%; WRN inhibitor: 0%; EPAC1 antag: -13%

How did CCOC(=O)/C(C#N)=C1/C=CN(C)C=N1 do in these assays?
IL2 activator: -2.0; EPAC2 ag: 5%; CCT modulator: -3.2; EPAC1 ag: 0%; PLK1 PBD block: -7%; WRN inhibitor: 1%; EPAC1 antag: -28%

How did COC(=O)c1ccc(C(=O)OC)c(NC(=S)N2CCCC(C)C2)c1 (stereo unspecified) do in these assays?
IL2 activator: 2.1; EPAC2 ag: -1%; CCT modulator: 2.3; PI5P4Ka inh: 4; EPAC1 ag: -2%; PLK1 PBD block: -6%; WRN inhibitor: -1%; EPAC1 antag: 14%

What do the screens show for `COc1ccc(N2CCCCn3c2nc2c3c(=O)n(C)c(=O)n2C)cc1`?
IL2 activator: -2.1; EPAC2 ag: 4%; CCT modulator: -0.5; PI5P4Ka inh: 0; EPAC1 ag: -4%; PLK1 PBD block: -12%; WRN inhibitor: 4%; EPAC1 antag: -3%

What do the screens show for `Cc1ccc(NC(=O)CCC(=O)NCCO)cc1`?
IL2 activator: -0.4; EPAC2 ag: 6%; CCT modulator: -1.5; PI5P4Ka inh: -3; EPAC1 ag: 0%; PLK1 PBD block: -2%; WRN inhibitor: 1%; EPAC1 antag: 1%

How did COc1ccc(S(=O)(=O)N2CCC(C(=O)NCCCN3CCOCC3)CC2)cc1 do in these assays?
IL2 activator: 0.4; EPAC2 ag: 5%; CCT modulator: -1.7; PI5P4Ka inh: -4; EPAC1 ag: 0%; PLK1 PBD block: 6%; WRN inhibitor: 5%; EPAC1 antag: -1%

What do the screens show for `CCSc1nc2ccccc2n1Cc1ccccc1F`?
IL2 activator: -1.2; EPAC2 ag: 8%; CCT modulator: -0.3; PI5P4Ka inh: 1; EPAC1 ag: 20%; PLK1 PBD block: -9%; WRN inhibitor: -1%; EPAC1 antag: -12%

How did O=C(/C=C/c1ccc(Cl)c([N+](=O)[O-])c1)c1cccnc1 do in these assays?
IL2 activator: -2.7; EPAC2 ag: 4%; CCT modulator: -4.7; PI5P4Ka inh: 2; EPAC1 ag: 5%; PLK1 PBD block: inconclusive; WRN inhibitor: -6%; EPAC1 antag: -10%

Results for COCc1[nH]nc2c1C1(CCC3(CC1)OCCO3)C(C#N)=C(N)O2 ?
IL2 activator: 3.7; EPAC2 ag: 4%; CCT modulator: -1.7; PI5P4Ka inh: 5; EPAC1 ag: 0%; PLK1 PBD block: -13%; WRN inhibitor: -3%; EPAC1 antag: -20%

Results for CC(C)OP(=O)(OC(C)C)C(Nc1ccccc1)c1cccnc1 (stereo unspecified) ?
IL2 activator: 1.0; EPAC2 ag: 8%; CCT modulator: 1.5; PI5P4Ka inh: -8; EPAC1 ag: -7%; PLK1 PBD block: inconclusive; WRN inhibitor: -12%; EPAC1 antag: -6%

Gathered by group, the entries above with a thiophene ring, fused or not (two)
How did Clc1ncnc2scc(-c3ccccc3)c12 do in these assays?
IL2 activator: -1.4; EPAC2 ag: -1%; CCT modulator: -1.0; EPAC1 ag: 3%; PLK1 PBD block: -5%; WRN inhibitor: 1%; EPAC1 antag: -1%

Results for O=C(c1ccc(F)cc1F)N1CCCC(c2nc(-c3cccs3)no2)C1 (stereo unspecified) ?
IL2 activator: -0.4; EPAC2 ag: 6%; CCT modulator: -1.1; PI5P4Ka inh: -4; EPAC1 ag: -1%; PLK1 PBD block: -19%; WRN inhibitor: 0%; EPAC1 antag: -13%
